# High-throughput results (PubChem BioAssay)
# TDP43 rescue: inhibitors of TDP-43 toxicity in yeast. TDP-43 expressing yeast growth rescue, BacTiter-Glo, 24 h. 1.8% of 410,000 active. Potency, µM (highest dose often 46.1 µM), for inactives: top-dose growth rescue (activation), actives largely listed as activators; also: potency is read from the fitted curve at half-maximal effect; % of control where 0% means no effect; nearly all actives have a fitted effect of over 50% in size
#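 Yeast cells expressing TDP-43 under galactose induction are exposed to compounds for 24 hr at 30 deg C. BacTiter-Glo luminescence measures growth, so protective compounds score as activators.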
# EPAC2 antagonist: antagonists of human EPAC2. EPAC2 GEF exchange of Rap1B-BODIPY-GDP, fluorescence. Potency, µM (series often up to 114 µM), for inactives: top-dose activity, negative = inhibition, most hits filed as inhibitors. 0.18% of 360,000 active. AID 720708; also: potency is read from the fitted curve at half-maximal effect; % is scaled to controls: 0 for no effect and ±100 for the full control effect; nearly all actives have a fitted effect of over 45% in size; many of its hits are not listed in these tables
# D3 ag: activates the human D3 dopamine receptor; P35462; max activation, %; D3R DiscoveRx beta-arrestin cells, luminescence, 90 min; 0.58% of 410,000 active; in the data active = max activation above about 30%; also: 0% is about no effect; mostly tested at two doses, the higher about 12 µM
# Target sequence (P35462 whole entry, looked up): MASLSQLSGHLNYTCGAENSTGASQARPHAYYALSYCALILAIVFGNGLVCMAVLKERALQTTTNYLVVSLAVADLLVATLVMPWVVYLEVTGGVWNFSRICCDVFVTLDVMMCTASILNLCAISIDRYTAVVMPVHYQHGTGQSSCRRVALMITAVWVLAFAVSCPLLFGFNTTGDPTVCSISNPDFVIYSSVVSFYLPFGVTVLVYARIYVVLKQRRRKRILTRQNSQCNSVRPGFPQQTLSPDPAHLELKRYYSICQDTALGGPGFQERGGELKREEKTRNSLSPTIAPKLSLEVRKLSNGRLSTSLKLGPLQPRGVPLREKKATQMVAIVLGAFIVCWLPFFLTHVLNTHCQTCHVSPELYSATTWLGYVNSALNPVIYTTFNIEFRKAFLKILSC
#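 Cells at 1500/well, incubated overnight, then treated with pinned compounds (dopamine as control) for 90 min at 37 degrees C. DiscoveRx reagent added for 30 - 60 minutes at room temperature; luminescence read.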
# FUS yeast rescue: rescues growth of FUS-expressing yeast; S. cerevisiae FUS-expressing, growth rescue, OD600, 24 h; Potency, µM (series often up to 76.6 µM), for the others: at the top dose growth rescue (activation), hits mostly activators; 0.24% of 390,000 active; AID 1347120;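 also: potency is read from the fitted curve at half-maximal effect; plate controls were DMSO vehicle for no effect and reference control for full effect; nearly all actives have a fitted effect of over 55% in size; some results filed as inactive show a strong effect at the top dose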
#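 Galactose (2%) drives FUS expression in yeast precultured in raffinose; seeding density OD 0.005. Test compounds incubated 24hr at 30C and 99% humidity before absorbance at 600 nm was measured.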
# aSyn rescue: inhibitors of alpha-synuclein toxicity in yeast; Yeast expressing alpha-synuclein, growth rescue, BacTiter-Glo, 24 h; AID 652106; 0.14% of 370,000 active; Potency, µM (top dose mostly 46.1 µM), without a hit: at the top dose growth rescue (activation), hits mostly activators; also: potency is read from the fitted curve at half-maximal effect; % of control where 0% means no effect; nearly all actives have a fitted effect of over 65% in size
#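 Galactose-induced alpha-syn yeast (OD600=0.02, raffinose-pregrown) + pinned cpd, 24 hr, 30 deg C; growth by BacTiter-Glo luminescence. Growth restoration scores as activation.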
# Abeta rescue: A-beta toxicity reversal in yeast | 0.063% of 410,000 active | Potency, µM (top dose mostly 46.1 µM), for the others: top-dose growth rescue, usual class: activators | yeast expressing A-beta42, growth rescue, OD600, 48 h; response scale: 0% DMSO, 100% iron-clioquinol control; also: potency is read from the fitted curve at half-maximal effect; nearly all actives have a fitted effect of over 55% in size
#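 Yeast A-beta toxicity model in growth medium with pinned compounds, 48 h at 30 C; growth read as absorbance at 600 nm. Normalized to FeCl3/clioquinol equimolar mix (positive) and DMSO (negative).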
# DRD3 antagonist: blocks the human D3 dopamine receptor. P35462. D3R cells, DiscoveRx beta-arrestin luminescence, antagonist mode; hits give low values. max response, negative = inhibition, %. 2.5% of 360,000 active. AID 652054; in the data active = max response below about -50%; inconclusive = no clear call, values can overlap the other calls; also: % is scaled to controls: 0 for no effect and ±100 for the full control effect; mostly tested at two doses, the higher about 12 µM
#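 Cells plated overnight at 1500 cells/well, then exposed to library compounds with dopamine controls for 90 minutes at 37 degrees C. DiscoveRx reagent added for 30–60 minutes at room temperature; luminescence read, quantitative HTS format.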
# EPAC2 ag: agonists of human EPAC2 (RAPGEF4) | EPAC2 activation, biochemical qHTS; response scale: 100% = 6.5 mM cAMP response | AID 720711 | 0.079% of 360,000 active | Potency, µM (titrated, usually from 154 µM), inactives show at the highest dose activation, most hits filed as activators; also: potency is read from the fitted curve at half-maximal effect; nearly all actives have a fitted effect of over 50% in size
#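 Each well held 100 nM EPAC2, 250 nM RAP1B-BODIPY-GDP and 50 uM GDP. Fluorescence, read at 5-min intervals to 30 min, was referenced to a 6.5 mM cAMP positive control.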
# * = called active by the depositor; ? = inconclusive; . = no result given; [ ] = dose if it differs, or a comment. Unless noted, calls follow the shape of the dose curve; as a rule, active = well fitted curve in the direction sought with a large enough effect; inconclusive = small, poorly fitted or top-dose-only effect, or another doubt; inactive = no such curve, though single readings can be large; an effect the other way counts as inactive or inconclusive. This is a subset, so the mix of outcomes need not match the whole.
# Order of results: EPAC2 ag	FUS yeast rescue	aSyn rescue	D3 ag	EPAC2 antagonist	Abeta rescue	TDP43 rescue	DRD3 antagonist
> CCc1cc2c(=O)c(-c3cscn3)coc2cc1O
    23%	-3%	-6%	0	10%	0%	2%	1
> CCN(CC)S(=O)(=O)c1ccc(C(=O)NC(C)(C)C)cc1
    3%	3%	0%	-7	-9%	-1%	-15%	4
> O=C(CN1CCN(Cc2ccccc2)CC1)NNC(=O)c1ccc(Cl)cc1
    11%	5%	0%	-1	1%	-7%	-12%	0
> CCCN(CC(=O)Nc1ccccc1C)C(=O)C1CC(=O)N(c2ccc(CC)cc2)C1 (stereo not given)
    -5%	10%	-13%	-5	-12%	16%	0%	4
> Cc1ccc(C)c(N2CCN(c3ccc([N+](=O)[O-])cn3)CC2)c1
    9%	-13%	-2%	-1	-23%	-1%	12%	-5
> O=C(NCCC1=CCCCC1)C1CCN(S(=O)(=O)N2CCOCC2)CC1
    10%	-6%	-11%	1	18%	-10%	-8%	-15
> CC(=O)c1cccc(S(=O)(=O)N2CCC(C(=O)OC3CCOC3=O)CC2)c1 (stereo not given)
    2%	12%	-8%	-6	1%	5%	15%	?
> FC(F)(F)c1cccc(-c2ccn3ncnc3n2)c1
    3%	11%	-1%	2	0%	-5%	4%[9.22 µM]	9
> Cc1ccc(NC(=S)NCCc2ccc(S(N)(=O)=O)cc2)c(C)c1
    1%	3%	-7%	3	1%	17%	-2%	-23
> O=C(OCC(=O)N1CCCCCC1)c1n[nH]c(=O)c2ccccc12
    7%	5%	-5%	-3	-2%	4%	-1%	3
> Cc1cccc(Cn2c(CN3CCC(C(=O)NCc4cccnc4)CC3)cc3ccccc32)c1
    .	-16%	.	2	.	0%	4%	.
> CC(CNC(=O)c1ccc2nc(Cc3ccccc3)oc2c1)c1ccccc1 (stereo not given)
    .	1%	.	-21	.	17%	9%	.
> CC1(C)Cc2c(C#N)c(NCCO)nc(-c3ccco3)c2CO1
    6%	13%	-3%	14	-6%	-14%	7%	14
> O=C(Cn1c(=O)cnc2ccccc21)Nc1ccccc1N1CCOCC1
    5%	28%	-7%	2	-26%	3%	-5%	3
> Cc1nn(C)c(Cl)c1CN1CCC(n2nccc2NC(=O)C2CCCC2)CC1
    1%	-6%	4%	-19	3%	0%	3%	-2
> COc1ccccc1C(=O)NC(CCSC)C(=O)OCC(=O)c1ccc[nH]1 (stereo not given)
    -4%	.	2%	-2	-1%	7%	13%	0
> CN1C(=O)C(C)(C)c2cc(S(=O)(=O)NCc3ccc(C(=O)Nc4ccc(Cl)cc4)cc3)ccc21
    .	7%	.	12	.	5%	0%	.
> O=C(NCCc1ccc(F)cc1)C1CCCCC1
    10%	-1%	-1%	-7	-7%	4%	-19%	-2
> COc1cccc(C2c3c(oc4ccccc4c3=O)C(=O)N2CCCN(C)C)c1OC (stereo not given)
    -2%	2%	1%	-4	-2%	-6%	2%	-27
> Cc1ccc(NC(=O)COC(=O)c2ccc(S(=O)(=O)NCc3ccco3)cc2)cc1
    1%	-8%	-4%	-5	22%	-5%	14%	-13

# Only EPAC2 antagonist, for two of the compounds above:
Structure,EPAC2 antagonist
COc1ccccc1C(=O)NC(CCSC)C(=O)OCC(=O)c1ccc[nH]1 (stereo not given),-1%
COc1cccc(C2c3c(oc4ccccc4c3=O)C(=O)N2CCCN(C)C)c1OC (stereo not given),-2%

# The list goes on:
# Order of results: EPAC2 ag	FUS yeast rescue	aSyn rescue	D3 ag	EPAC2 antagonist	Abeta rescue	TDP43 rescue	DRD3 antagonist
> COC(=O)c1sc(N2CCCCC2)c(C#N)c1N
    5%	16%	13%	-10	20%	12%	13%	7
> CCCP(=O)(CC(=O)O)c1ccccc1 (stereo not given)
    0%	-9%	-2%	2	27%	12%	6%	?
> COC(=O)C1=C(C)NC2=C(C(=O)CC(C)(C)C2)C1c1cn(Cc2ccc(Br)cc2)nc1-c1ccccc1 (stereo not given)
    13%	35%	2%	-5	-10%	18%	12%	-7
> COc1ccccc1CCNC(=O)C1CCCO1 (stereo not given)
    3%	3%	-13%	22	24%	1%	-8%	-15
> Cc1ccc2c(c1)N(CCC(=O)NC1CCCCC1C)C(=O)CO2 (stereo not given)
    4%	6%	-10%	-14	1%	20%	2%	-23
> COc1ccc(-c2ccc(=O)n(Cc3c(F)cccc3Cl)n2)cc1
    9%	-1%	2%	2	-28%	-9%	?	8
> Cc1ccc(NC(=O)CSCC#N)cc1
    3%	18%	0%	-5	-3%	-17%	-6%	10
> Cc1ccc(NC(=O)CN(C)CC(=O)Nc2ccc(N3CCOCC3)cc2)c([N+](=O)[O-])c1
    3%	18%	0%	11	3%	-1%	7%	11
> N#CCC(=O)Nc1ccc(C(=O)OCC(=O)Nc2cccc3ccccc23)cc1
    5%	40%	4%	2	6%	-3%	15%	4
> CC(=O)N(C(C)=O)C1=C(C#N)C2(CCCCC2)Cc2ccccc21
    4%	?	-25%	-10	-3%	-27%	?	-18
> COc1ccc(C2/C(=C(/O)c3ccc(C)cc3)C(=O)C(=O)N2c2ccccn2)cc1OC (stereo not given)
    7%	5%	-1%	4	10%	0%	-10%	-2
> O=C(c1ccc(C(=O)N2CCOCC2)nc1)N1CCOCC1
    4%	-9%	-2%	-1	4%	12%	8%	4
> Cc1cc(C)cc(NC(=O)CSc2cc(C)[nH]c(=O)n2)c1
    .	-9%	.	-9	.	-3%	10%	.
> CCOC(=O)CCc1cnccc1-c1cccc(OC)c1O
    -3%	-30%	.	.	0%	-2%	.	.
> COc1ccc(NS(=O)(=O)c2cc(NC(=O)c3ccncc3)ccc2N2CCOCC2)cc1
    -3%	13%	-5%	-5	1%	2%	24%	-12
> O=C(N/N=C/c1ccccc1F)c1cc2c(ccc3ccccc32)o1
    2%	16%	2%	2	4%	10%	17%	2
> O/N=C(\c1ccc2c(c1)OCCO2)C1CCCCC1
    2%	-18%	10%	4	0%	?	30%	-13
> O=C(CSc1ccc(Cl)cc1)Nc1cccc(NC(=O)c2ccco2)c1
    13%	?	-12%	2	-1%	-1%	?	16
> O=[N+]([O-])c1ccc(O)c(C=Nc2ccc3c(c2)OCCO3)c1
    -2%	-14%	-15%	3	-2%	-26%	7%	-14
> CN(C)C(CNC(=O)c1ccc(Br)cc1)c1ccco1 (stereo not given)
    -3%	-30%	0%	-25	1%	-9%	-5%	-63*
> Cc1csc(NC(=O)c2cc(=O)[nH]c3ccccc23)n1
    4%	25%	24%	3	2%	-5%	11%	17
> COC(=O)c1cc(C(=O)OC)n(Cc2ccc(Cl)cc2Cl)n1
    23%	16%	1%	-16	3%	-8%	-10%	-21
> Cc1ccc(C)c(S(=O)(=O)NCC(=O)Nc2sc3c(c2C(N)=O)CCC(C)C3)c1 (stereo not given)
    -1%	-12%	-3%	10	0%	0%	12%	7
> CC(C)c1ccc(-c2nc3ccccc3s2)cc1
    6%	-2%	-8%	-4	5%	-16%	-15%	0
> Nc1c(C(=O)c2ccc(Br)s2)oc2ccccc12
    12%	16%	0%	-1	-1%	-5%	13µM*	9
> CCOc1ccc(CNC(=O)c2ccc3c(c2)c(C)c(C)n3Cc2ccc(Cl)cc2)cc1
    .	?	.	-7	.	-10%	-3%	.
> O=C(N/N=C/c1cc2c(cc1Cl)OCO2)c1cc(-c2ccccc2)n[nH]1
    -2%	3%	-6%	-5	-7%	12%	19%	-14
> O=C(COC(=O)c1ccc([N+](=O)[O-])s1)NC(=O)NCc1ccccc1
    4%	-4%	-8%	-5	-12%	24%	-7%[0.397 µM]	4
> S=c1[nH]nc(-c2ccccc2Cl)n1CC1CCCO1 (stereo not given)
    6%	9%	2%	9	6%	9%	11%	7
> Cn1c(N=Cc2ccc([N+](=O)[O-])cc2)c(N)c(=O)n(C)c1=O
    2%	.	0%	5	-10%	14%	-2%	6
> COc1ccc(CCN=C(N)NS(=O)(=O)c2cccs2)cc1OC
    11%	16%	1%	-12	-3%	-13%	-21%	-6
> COCCNC(=O)CCn1c(=O)c2cc(OC)c(OC)cc2n(CC(=O)Nc2ccc(F)c(Cl)c2)c1=O
    .	-4%	.	-3	.	-4%	1%	.
> Fc1ccccc1-c1nc2ncccc2o1
    -9%	-13%	10%	7	15%	-6%	18%[9.22 µM]	0
> CSCC[C@H](NC(=O)N1CCn2c1nc1ccccc12)C(=O)NCc1ccc2c(c1)OCO2
    0%	24%	4%	3	-2%	18%	-2%	21
> Cc1ccc(S(=O)(=O)N(C)C)cc1NC(=O)CSc1nnnn1-c1ccc(O)cc1
    14%	30%	-3%	-3	-2%	-8%	-12%	2
> CC(Cc1cccs1)NC(=O)Nc1cccc(Cl)c1 (stereo not given)
    1%	0%	-10%	1	-9%	-4%	?	1

# Single entries from the list.
# `COCCNC(=O)CCn1c(=O)c2cc(OC)c(OC)cc2n(CC(=O)Nc2ccc(F)c(Cl)c2)c1=O` in TDP43 rescue → 1%
# `COc1ccc(CCN=C(N)NS(=O)(=O)c2cccs2)cc1OC` in aSyn rescue → 1%
# `Fc1ccccc1-c1nc2ncccc2o1` in EPAC2 ag → -9%
# `Cc1ccc(S(=O)(=O)N(C)C)cc1NC(=O)CSc1nnnn1-c1ccc(O)cc1` in FUS yeast rescue → 30%
# `CSCC[C@H](NC(=O)N1CCn2c1nc1ccccc12)C(=O)NCc1ccc2c(c1)OCO2` in FUS yeast rescue → 24%

# Compound profiles, as listed above. Screens in order: EPAC2 ag	FUS yeast rescue	aSyn rescue	D3 ag	EPAC2 antagonist	Abeta rescue	TDP43 rescue	DRD3 antagonist
# Profile of COc1ccc(CCN=C(N)NS(=O)(=O)c2cccs2)cc1OC = 11%	16%	1%	-12	-3%	-13%	-21%	-6
# Profile of COCCNC(=O)CCn1c(=O)c2cc(OC)c(OC)cc2n(CC(=O)Nc2ccc(F)c(Cl)c2)c1=O = .	-4%	.	-3	.	-4%	1%	.
# Profile of Fc1ccccc1-c1nc2ncccc2o1 = -9%	-13%	10%	7	15%	-6%	18%[9.22 µM]	0
# Profile of CC(Cc1cccs1)NC(=O)Nc1cccc(Cl)c1 (stereo not given) = 1%	0%	-10%	1	-9%	-4%	?	1
